# Bioassay records as filed in PubChem BioAssay.
# PMI inhibitors – inhibitors of human PMI, primary screen, biochemical, fluorescence intensity, coupled assay (AID 1209); 0.42% of 190,000 active; one-dose inhibition, % at 20 µM; IC50 in µM for titrated hits; purified PMI enzyme, coupled fluorescence intensity; higher % means a stronger effect;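 note: plate controls were DMSO vehicle for no effect and wells lacking substrate for full effect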
# TNAP activators – stimulation of alkaline phosphatase TNAP activity – biochemical, luminescent, no phosphate acceptor, uHTS, primary screen (AID 1001); purified TNAP, luminescent activation assay, no phosphate acceptor; higher activation fold means a stronger effect; 0.03% of 200,000 active; activation fold at 20 µM, or EC50 in µM where a hit was titrated; in the data active = activation fold from about 3, or a potency from the dose series; inactive = the rest, 99 in 100 with activation fold below about 1.6; note: many of its hits are not listed in these tables
# Lipid droplet – hepatic lipid droplet formation modulation; 0.4% of 240,000 active; AML12 mouse hepatocytes, oleate lipid droplets, BODIPY imaging; inhibition, % at 6.5 µM; AID 1656;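 active = lipid droplet intensity inhibited by at least 50%, with more than 500 cells counted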
#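 Material – mouse AML12 hepatocyte cell line, fixed after treatment · Compound dosing – one dose, 6.5 µM compound · Times – compound with oleate, overnight · Measured by – Image-based BODIPY and DAPI two-channel analysis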
# Myeloid diff MLP – promotes myeloid progenitor differentiation; calls only at 10 µM; 1% of 360,000 active; ER-HoxA9 myeloid progenitors, lysozyme-GFP differentiation, flow cytometry; AID 624256;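 active = normalized GFP-positive differentiation at or above the plate's own cutoff, the solvent-only control mean plus 3 SD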;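 note: cells exposed to compound for four days before flow analysis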
# WT yeast gro inh – growth inhibition of WT yeast, mitochondrial fusion screen | mitochondrial fusion phenotypic screen, WT strain | 2.1% of 190,000 active | inhibition, % at 10 µM; in the data active = inhibition above about 58%; tested in S. cerevisiae
# M1AAP inhibition – malaria alanyl aminopeptidase activity blockers – biochemical, fluorogenic H-Leu-NHMec substrate, 1536-well (AID 1445); recombinant M1AAP, H-Leu-NHMec fluorogenic kinetic assay; higher % means a stronger effect; inhibition, % at 30 µM, or IC50 in µM where a hit was titrated; 0.42% of 220,000 active;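 active = primary inhibition above the hit cutoff, then over 50% inhibition at one or more dose response concentrations, cut at about 23% in these data, passing the limit was not always enough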;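 note: plate controls were DMSO full reaction for no effect and no enzyme background for full effect; strong numbers were not always called active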
# K1F lysis inhibition – protection from phage-mediated lysis, alamar blue read-out – E. coli UTI89, K1F phage, bacterial capsule biogenesis inhibitors (AID 488966). E. coli UTI89 K1F phage lysis, alamar blue, 2 h; higher % means a stronger effect. one-dose inhibition, % at 100 µM; IC50 in µM for titrated hits. 0.02% of 340,000 active;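 active = phage lysis inhibition, versus mean bacterial control, above a set limit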;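 note: capsule biogenesis inhibitors block K1F phage lysis so surviving cells raise fluorescence; higher fluorescence means more inhibition of phage lysis; actives were called in the ten point dose series up to 300 µM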
# CSM14.1 death rescue – protection against thapsigargin-triggered cell killing – 384-well, CSM14.1, ATP luminescence, primary screen (AID 1222) | CSM14.1 thapsigargin-induced death rescue, ATP luminescence; higher % means a stronger effect | cellular ATP content (survival), % at 20 µM, or EC50 in µM where a hit was titrated | 190,000 tested, under 10 active;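 active = EC50 below 50 µM in the dose-response confirmation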;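 note: death triggered by thapsigargin at about 15 µM added after 2 h compound pretreatment; cell ATP read after overnight thapsigargin exposure of roughly 18 to 22 hours; normalized against plate controls of thapsigargin alone and 5% DMSO vehicle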
# human PMI inhibitors – MPI inhibition at elevated mannose 6-phosphate – biochemical, fluorescence intensity, high mannose 6-phosphate, primary screen (AID 1220) | recombinant PMI enzyme, coupled fluorescence intensity; higher % means a stronger effect | inhibition, % at 20 µM, or IC50 in µM where a hit was titrated | 0.66% of 190,000 active
# WT yeast gro inh mutant strain – also measured in WT yeast gro inh; calls as there; inhibition, %; mitochondrial fusion phenotypic screen, mutant strain inhibition
# Lipid droplet cells 6.5 µM – further read-out of Lipid droplet, marked with its call; cell count; measured here: cell count, cytotoxicity flag;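 cells counted across two imaged fields per well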
# Myeloid diff MLP GFP+ MAC1+ % – also measured in Myeloid diff MLP; calls as there; GFP+ MAC1+ double positive, %; measured here: differentiation confirmed by MAC1 staining
# * hit, by the source's call; i = inactive; / = no result given; [ ] = remark or other dose. Cut-off read from the data, not from the text of the source, unless noted: active = inhibition above about 50%; inactive = the rest. The order is random; overall some 4.6% were active at least once.
1: Cc1ccc(CNC(=O)CCc2nc3ccccc3c(=O)[nH]2)cc1
2: O=S(=O)(c1ccccc1F)N1CCN(C(=S)NCc2ccccc2)CC1
3: COc1ccc(N2CC(O)=C(c3nc(C)cs3)C2=N)cc1
4: COc1cc(S(=O)(=O)NCC2COCCO2)ccc1-n1cnnn1 (stereo unspecified)
5: O=C(N/N=C/c1ccccc1F)c1ccc(COc2ccccc2Cl)o1
6: COCCNC(=O)CSc1nc2cc3c(cc2c(=O)n1Cc1ccco1)OCO3
7: O=C(COc1ccc(F)cc1)NN1C(=O)CSC1=S
8: Cc1cc(=O)oc(C)c1C(=O)NCC1COc2ccccc2O1 (stereo unspecified)
Assay by compound	1	2	3	4	5	6	7	8
PMI inhibitors	5%	-3%	1%	14%	-3%	2%	-12%	5%
TNAP activators	1.1	1.1	1.1	1.1	1.2	1.1	1.3	1.1
Lipid droplet	/	1	/	0	-8	/	-8	/
Lipid droplet cells 6.5 µM	/	638	/	684	667	/	678	/
Myeloid diff MLP	i	i	i	i	i	i	i	i
Myeloid diff MLP GFP+ MAC1+ %	1.4	0.4	1.9	1.4	0.7	0.7	0.9	1.2
WT yeast gro inh	-8	0	-4	-11	8	-30	0	10
WT yeast gro inh mutant strain	3	-9	4	5	-12	8	-6	-6
M1AAP inhibition	-4%	4%	16%	4%	6%	-7%	9%	-5%
K1F lysis inhibition	1.1%	0.1%	-0.2%	3.0%	-0.1%	0.1%	0.2%	6.4%
CSM14.1 death rescue	2.1%	-1.0%	-0.9%	-2.7%	-2.1%	0.2%	/	-1.5%
human PMI inhibitors	2%	-4%	-7%	8%	-4%	4%	-6%	10%

9: COc1ccc(CN2C(=O)CCCc3ccccc32)cc1
10: Nc1nc(-c2ccco2)nn1S(=O)(=O)c1ccc(Cl)cc1
11: O=C(CNC(=O)c1ccccc1)OCC(=O)N1N=C(c2ccc(Cl)cc2)CC1c1ccco1 (stereo unspecified)
12: CCOC(=O)c1[nH]c(C)c(C(=O)NCCN2CCOCC2)c1C
13: CC(OC(=O)c1cc(-c2cccnc2)nc2ccccc12)C(=O)Nc1ccc2ccccc2c1 (stereo unspecified)
14: COc1c(/C=N/NC(=O)c2ccccc2O)c(CCN(C)C(C)=O)cc2c1OCO2
15: Cc1ccc(-c2nnc(SCc3ccc(C#N)cc3)n2Cc2ccco2)cc1
16: COc1cc(/C=C2\C(=O)ON=C2c2ccccc2)cc(Cl)c1O
Assay by compound	9	10	11	12	13	14	15	16
PMI inhibitors	2%	8%	8%	-11%	-4%	17%	7%	-10%
TNAP activators	1	1	1	1.1	1.1	1.2	1.1	0.6
Lipid droplet	1	-5	31	/	16	-25	/	3
Lipid droplet cells 6.5 µM	668	702	683	/	596	625	/	700
Myeloid diff MLP	i	i	i	i	i	i	i	i
Myeloid diff MLP GFP+ MAC1+ %	0.9	0.2	0.2	2.0	0.7	0.4	5.4	0.0
WT yeast gro inh	-14	-14	31	-1	14	12	13	-4
WT yeast gro inh mutant strain	5	-30	10	0	4	5	-17	0
M1AAP inhibition	5%	2%	-4%	7%	1%	6%	0%	16%
K1F lysis inhibition	0.5%	0.0%	0.0%	3.7%	0.9%[50 µM]	i	2.3%	i
CSM14.1 death rescue	0.2%	1.7%	/	3.3%	0.4%	3.0%	1.5%	1.1%
human PMI inhibitors	2%	5%	8%	-7%	8%	7%	2%	-6%

17: CCCNC(=O)c1cc(-c2ccc(OC)cc2)on1
18: NCC[C@H](O)C(=O)N[C@@H]1C[C@H](N)[C@@H](O[C@H]2O[C@H](CN)[C@@H](O)[C@H](O)[C@H]2O)[C@H](O)[C@H]1O[C@H]1O[C@H](CO)[C@@H](O)[C@H](N)[C@H]1O
19: Cc1ccnc(NS(=O)(=O)c2ccc(CC(C)C)cc2)c1
20: CC(C)n1c(C(F)(F)F)nc2cc(C(=O)N3CCCCC3)ccc21
21: Cc1cc(NC(=O)c2cccs2)ccc1NC(=O)Cc1ccccc1
22: O=C(NCCc1ccc(Cl)cc1)C1CCC(=O)N1C1CCCC1 (stereo unspecified)
23: Cc1ccc(CSc2nnc(-c3cccnc3)o2)cc1
24: Cc1cc(=O)oc(C)c1C(=O)NCc1cccnc1
Assay by compound	17	18	19	20	21	22	23	24
PMI inhibitors	-1%	-4%	1%	/	3%	11%	-3%	3%
TNAP activators	1	1	1	/	1.1	1.1	1.1	1.1
Lipid droplet	-4	8	11	-10	2	/	3	/
Lipid droplet cells 6.5 µM	752	725	828	649	671	/	790	/
Myeloid diff MLP	i	i	i	i	i	i	i	i
Myeloid diff MLP GFP+ MAC1+ %	0.9	2.8	7.8	0.7	0.1	1.2	0.6	2.0
WT yeast gro inh	14	-7	2	/	-3	23	11	-6
WT yeast gro inh mutant strain	20	-8	6	/	-2	4	11	5
M1AAP inhibition	2%	-1%	-2%	1%	6%	4%	5%	-10%
K1F lysis inhibition	1.8%	-7.8%	0.1%	-1.1%	0.4%	0.0%	0.5%	0.8%
CSM14.1 death rescue	0.8%	-0.3%	-0.8%	/	-0.2%	-3.0%	-2.8%	-1.0%
human PMI inhibitors	1%	-3%	3%	/	4%	6%	-4%	0%

25: Cc1cc(NC(=O)CCCC(=O)N(c2ccccc2)C(C(=O)NC2CCCCC2)c2cccs2)no1 (stereo unspecified)
26: CC(C)C1Oc2cc3oc(=O)ccc3cc2C1=O (stereo unspecified)
27: Cc1cc(C)c(C)c(S(=O)(=O)ON2C(=O)c3ccccc3C2=O)c1C
28: O=C(c1sc2cccc(F)c2c1Cl)N1CCN(c2ncccn2)CC1
29: O=C1CS/C(=C\[N+](=O)[O-])N1c1ccc(OC(F)(F)F)cc1
30: COC(=O)c1ccc(COC(=O)CNC(=O)CNC(=O)c2ccc(C)cc2)cc1
31: CSc1ccc(-c2nc(O)c3cnccn23)cc1
32: Oc1ccccc1CNc1ccc(Br)cn1
Assay by compound	25	26	27	28	29	30	31	32
PMI inhibitors	3%	7%	-13%	13%	3%	2%	-16%	14%
TNAP activators	1	1.1	1	0.8	1	1.1	0.9	1.1
Lipid droplet	0	2	/	-28	/	0	-2	/
Lipid droplet cells 6.5 µM	740	724	/	650	/	662	680	/
Myeloid diff MLP	i	i	i	i	i	i	i	i
Myeloid diff MLP GFP+ MAC1+ %	0.6	0.6	1.2	0.4	1.4	0.9	0.2	0.6
WT yeast gro inh	-15	4	2	2	-6	-7	10	-2
WT yeast gro inh mutant strain	-14	1	-6	-16	8	2	2	-16
M1AAP inhibition	-1%	8%	11%	9%	17%	7%	14%	3%
K1F lysis inhibition	-0.5%	1.8%	-0.1%	-0.1%	-0.2%	-0.2%	0.7%	-0.5%
CSM14.1 death rescue	-2.2%	0.1%	-0.5%	0.8%	-1.3%	9.8%	0.1%	-4.7%
human PMI inhibitors	9%	7%	2%	12%	8%	0%	-7%	8%

33: CC(C)(C)NC(=O)c1ccc(COc2ccccc2Br)o1
34: O=C(OC1CCOC1=O)c1cccc(S(=O)(=O)Nc2ccc(F)cc2)c1 (stereo unspecified)
35: CCc1ccccc1NC(=O)C(CC)Sc1nc2cc3c(cc2c(=O)n1Cc1ccco1)OCO3 (stereo unspecified)
36: CCOCCCNC(=O)/C(C#N)=C/c1ccc(C(=O)OC)cc1
37: COC(=O)C(C)Sc1snnc1-c1ccccc1 (stereo unspecified)
38: Cn1cnc2cc(NC(=O)c3ccc(Cl)cc3)ccc21
39: CCN(CC(=O)NCc1ccc(F)cc1)C(=O)COc1ccc(C)c(C)c1
40: CCOc1cc2c(C#N)c(N3CCCCC3)nc(N)c2c(N)n1
Assay by compound	33	34	35	36	37	38	39	40
PMI inhibitors	1%	2%	11%	5%	14%	-21%	-4%	62%*
TNAP activators	1.1	1.1	1.1	1	1.1	1.1	1.1	1
Lipid droplet	/	-9	15	4	-2	12	-36	13
Lipid droplet cells 6.5 µM	/	606	697	737	768	814	685	732
Myeloid diff MLP	i	i	i	i	i	i	i	i
Myeloid diff MLP GFP+ MAC1+ %	0.7	1.2	0.3	0.7	0.7	1.8	0.3	1.0
WT yeast gro inh	9	5	10	-2	-8	16	8	-4
WT yeast gro inh mutant strain	8	7	-1	8	-4	6	-12	11
M1AAP inhibition	3%	6%	-3%	6%	1%	4%	4%	15%
K1F lysis inhibition	1.9%	0.7%[50 µM]	0.1%	0.3%	1.3%	0.7%	-0.1%	-0.4%
CSM14.1 death rescue	-1.2%	0.2%	-1.5%	-0.8%	-4.4%	-2.9%	-0.1%	4.4%
human PMI inhibitors	-4%	-1%	15%	7%	13%	-16%	-1%	/

41: Cc1ccc(NC(=O)COC(=O)c2ccc3c(c2)OCO3)c(C)c1
42: O=C(CCNC(=O)Cn1ccc2ccccc2c1=O)NCCN1CCN(c2cccc(Cl)c2)CC1
43: NC(=O)NC1NC(=O)NC1=O (stereo unspecified)
44: CCN(CC)CCn1cnc2c1c(=O)n(CCOC(=O)c1cc(OC)c(OC)c(OC)c1)c(=O)n2C
45: CCCCCCC1CCC(c2nc(-c3ccncc3)no2)CC1 (stereo unspecified)
46: CCn1c(SCC(=O)NCc2ccccc2)nnc1-c1ccccc1O
47: CC1(C)NC(=O)N(CC(=O)OCC(=O)Nc2cc(S(=O)(=O)N3CCCCCC3)ccc2Cl)C1=O
48: CCC(=O)NNc1nc2c(C)c(C)ccc2s1
49: CCOP(=O)(OCC)C(Nc1cc(Cl)cc(Cl)c1)c1cccc(O)c1 (stereo unspecified)
Assay by compound	41	42	43	44	45	46	47	48	49
PMI inhibitors	/	10%	/	/	7%	5%	0%	10%	17%
TNAP activators	/	1.1	/	/	1.1	1.1	0.8	2.5	1.1
Lipid droplet	1	8	-11	6	21	0	0	7	-15
Lipid droplet cells 6.5 µM	700	661	631	709	828	776	617	666	688
Myeloid diff MLP	i	i	i	i	i	i	i	i	i
Myeloid diff MLP GFP+ MAC1+ %	0.8	0.7	1.8	0.7	1.1	1.3	1.2	0.1	0.4
WT yeast gro inh	/	0	/	/	79*	-14	-17	3	8
WT yeast gro inh mutant strain	/	0	/	/	59*	0	-2	-13	8
M1AAP inhibition	-4%	9%	1%	-4%	0%	5%	3%	-3%	6%
K1F lysis inhibition	-0.2%	6.1%	-6.3%	1.5%	0.0%	-0.8%	6.1%	-0.1%	-0.2%
CSM14.1 death rescue	/	-0.7%	/	/	-1.7%	-0.3%	-3.5%	-1.2%	0.5%
human PMI inhibitors	/	12%	/	/	4%	-2%	-19%	17%	17%
